EPAC1 agonist – EPAC1 (human) agonism | EPAC1 agonist qHTS, biochemical assay; response scale: 100% = response to 6.5 mM cAMP | Potency, µM (series often up to 154 µM), without a hit: top-dose activation, hits mostly activators | hit rate 0.073% among 360,000 | AID 720707; also: potency is read from the fitted curve at half-maximal effect; nearly all actives have a fitted effect of over 60% in size
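Read-out is the fluorescence drop as BODIPY-GDP leaves Rap1B (480 nm excitation, 540 nm emission), recorded every 5 minutes over 30 minutes. Reactions held 100 nM EPAC1, 250 nM Rap1B–BODIPY-GDP and 50 uM GDP, with 6.5 mM cAMP setting full activation.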
PI5P4Ka inh – PI5P4K alpha (human) kinase inhibition. P48426. PI5P4Kalpha enzyme, ADP-Glo luminescence, 60 min; hits give low values. max response, %. hit rate 1.2% among 330,000. AID 652105; active = max response of -50% or lower; inconclusive = between -30% and -50%; inactive = -30% or higher; also: value at the top dose of about 77 µM; % is scaled to controls: 0 for no effect and ±100 for the full control effect
Target sequence (P48426 whole entry, looked up): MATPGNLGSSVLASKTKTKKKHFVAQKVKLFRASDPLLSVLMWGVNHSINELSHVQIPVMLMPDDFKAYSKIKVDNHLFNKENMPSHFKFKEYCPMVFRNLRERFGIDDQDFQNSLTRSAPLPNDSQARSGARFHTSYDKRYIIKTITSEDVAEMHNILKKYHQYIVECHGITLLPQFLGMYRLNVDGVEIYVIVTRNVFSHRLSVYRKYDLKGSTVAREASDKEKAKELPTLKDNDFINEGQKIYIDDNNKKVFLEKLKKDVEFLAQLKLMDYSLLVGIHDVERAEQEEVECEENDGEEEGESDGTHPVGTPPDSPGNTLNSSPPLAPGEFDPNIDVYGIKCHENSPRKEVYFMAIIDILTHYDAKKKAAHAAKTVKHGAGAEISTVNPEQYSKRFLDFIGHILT
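Compounds were pin-transferred onto PI5P4Kalpha and substrate in HEPES pH 7.4 buffer with EGTA, CHAPS and 5% DMSO. ATP (5 microM final) started the reaction, which ran 60 minutes at room temperature before ADP-Glo detection.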
FUS suppressor – suppressors of FUS proteinopathy in yeast; S. cerevisiae FUS-expressing, growth rescue, OD600, 24 h; Potency, µM (highest dose often 76.6 µM), without a hit: top-dose growth rescue (activation), usual class: activators; hit rate 0.24% among 390,000; AID 1347120;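 also: potency is read from the fitted curve at half-maximal effect; plate controls were DMSO vehicle for no effect and reference control for full effect; nearly all actives have a fitted effect of over 55% in size; some results filed as inactive show a strong effect at the top dose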
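Steps: raffinose overnight preculture; dilution to OD 0.005 in 2% galactose minimal medium; compound addition (concentration series); 24hr at 30C, 99% humidity; absorbance read at 600 nm.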
PLK1 PBD inh – PLK1 (human) polo-box domain binding inhibition | P53350 | Plk1 PBD binding of FITC phosphopeptide, fluorescence polarization | Potency, µM, without a hit: max response, negative = inhibition, usual class: inhibitors | hit rate 2.8% among 360,000 | AID 720504; also: potency is read from the fitted curve at half-maximal effect; series mostly up to about 57 µM; % is scaled to controls: 0 for no effect and ±100 for the full control effect; nearly all actives have a fitted effect of over 65% in size
Target sequence (P53350 whole entry, looked up, the tested form may be a part): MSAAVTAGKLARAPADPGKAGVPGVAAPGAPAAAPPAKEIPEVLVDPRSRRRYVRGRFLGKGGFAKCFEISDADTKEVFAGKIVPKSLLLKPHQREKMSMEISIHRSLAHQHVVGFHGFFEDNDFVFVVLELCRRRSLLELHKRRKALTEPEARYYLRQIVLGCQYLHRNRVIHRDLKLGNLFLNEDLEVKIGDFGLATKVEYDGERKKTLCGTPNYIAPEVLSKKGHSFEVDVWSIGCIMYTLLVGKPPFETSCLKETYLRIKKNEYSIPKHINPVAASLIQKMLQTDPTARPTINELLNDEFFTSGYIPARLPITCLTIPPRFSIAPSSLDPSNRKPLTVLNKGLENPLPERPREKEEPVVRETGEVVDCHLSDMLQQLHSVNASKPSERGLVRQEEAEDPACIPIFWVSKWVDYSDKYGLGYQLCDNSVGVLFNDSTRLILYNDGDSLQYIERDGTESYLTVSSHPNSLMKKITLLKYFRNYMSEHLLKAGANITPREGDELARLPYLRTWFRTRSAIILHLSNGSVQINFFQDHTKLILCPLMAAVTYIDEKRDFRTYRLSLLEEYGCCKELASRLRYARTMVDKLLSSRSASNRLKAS
EPAC1 antag – EPAC1 (human) antagonism. EPAC1 GEF assay, Rap1b-BODIPY-GDP exchange fluorescence. Potency, µM (top dose mostly 115 µM), without a hit: top-dose activity change, negative = inhibition, usual class: inhibitors. hit rate 0.14% among 360,000. AID 720709;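 also: potency is read from the fitted curve at half-maximal effect; plate controls were vehicle for no effect and positive control for full effect; nearly all actives have a fitted effect of over 50% in size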
IL2 activator – activators of IL-2; IL-2 activation reporter assay, cell-based qHTS; stimulated with anti-CD3/CD4/CD28 beads; in transgenic mouse T cells; activation, % (series mostly up to about 46 µM); hit rate 0.065% among 360,000; in the data active = activation above about 50%; inconclusive = mostly about 30% to 49%; also: 0% is about no effect
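Quantitative HTS in unstimulated transgenic mouse T cells, with memory T cells as non-tolerant control and PMA/ionomycin as tolerance-bypass control. Compound pretreatment lasted 60 minutes before 18 h bead stimulation; EGFP/DsRed fluorescence read.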
Abeta yeast res – compounds reversing amyloid beta toxicity in yeast; yeast expressing A-beta42, growth rescue, OD600, 48 h; response scale: 0% DMSO, 100% iron-clioquinol control; hit rate 0.063% among 410,000; Potency, µM (series often up to 46.1 µM), inactives show at the highest dose growth rescue, usual class: activators; also: potency is read from the fitted curve at half-maximal effect; nearly all actives have a fitted effect of over 55% in size
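Growth rescue measured by 600 nm absorbance after 48 h yeast culture at 30 C with compound. Values normalized between DMSO and an equimolar ferric chloride plus clioquinol control.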
WRN inhibitor – WRN helicase (human) inhibition | Q14191 | WRN helicase unwinding, fluorescent forked duplex, kinetic | hit rate 0.46% among 360,000 | Potency, µM (series often up to 114 µM), inactives show at the highest dose activity change, negative = inhibition, usual class: inhibitors | AID 651768; also: potency is read from the fitted curve at half-maximal effect; % is scaled to controls: 0 for no effect and ±100 for the full control effect; nearly all actives have a fitted effect of over 55% in size
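Kinetic fluorescence helicase assay: unwinding of a quenched forked DNA duplex (100 nM final) with 2 mM ATP final raises red fluorescence (525/598 nm). Compounds sat 15 min at room temperature with 20 nM WRN beforehand.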
aSyn yeast inh – alpha-synuclein toxicity inhibition in yeast; Yeast expressing alpha-synuclein, growth rescue, BacTiter-Glo, 24 h; Potency, µM (doses to about 46.1 µM), for the others: at the highest dose growth rescue (activation), most hits filed as activators; hit rate 0.14% among 370,000; AID 652106; also: potency is read from the fitted curve at half-maximal effect; % of control where 0% means no effect; nearly all actives have a fitted effect of over 65% in size
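Galactose-induced alpha-syn yeast (OD600=0.02, raffinose-pregrown) + pinned cpd, 24 hr, 30 deg C; growth by BacTiter-Glo luminescence. Growth restoration scores as activation.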
* hit, by the source's call; ? = inconclusive; · = not tested or not shown; [ ] = dose if it differs, or a comment. Unless noted, calls follow the shape of the dose curve; as a rule, active = well fitted curve in the direction sought with a large enough effect; inconclusive = small, poorly fitted or top-dose-only effect, or another doubt; inactive = no such curve, though single readings can be large; an effect the other way counts as inactive or inconclusive.

molecule	Abeta yeast res	PI5P4Ka inh	aSyn yeast inh	IL2 activator	EPAC1 agonist	PLK1 PBD inh	EPAC1 antag	FUS suppressor	WRN inhibitor
CC(=O)NCCNC(=O)c1ccc2c(c1)S(=O)(=O)c1ccccc1C2=O	-1%	-6	-2%	0.1	-1%	-17%	-22%	18%	3%
CC(C)(C)n1nnnc1C(c1ccccc1F)N1CCN(C(=O)c2ccco2)CC1 (stereo not drawn)	-7%	-5	0%	-0.8	2%	1%	-10%	2%	13%
O=C(Nc1cccc(Cl)c1)c1ccncc1	0%	2	-3%	-1.6	-8%	-6%	11%	21%	-2%
COc1ccc2c(c1)cc(C(=O)N/N=C/c1c(O)c(C(=O)O)cc3ccccc13)n2C	-25%	-66*	-4%	2.1	22%	?	?	?	-14%[11.6 µM]
COc1cccc(C#CC2=CC(=O)CC(C)(C)C2)c1	-29%	-8	2%	-2.2	-15%	-3%	-11%	14%	0%
Cc1nnc(NC(=O)C2CC(=O)N(C(C)c3ccccc3)C2)s1 (stereo not drawn)	4%	7	-1%	-2.3	5%	-1%	7%	·	-6%
COc1cccc(NC(=O)CN2C(=O)C3(OCCCO3)c3ccccc32)c1	3%	·	5%	-1.8	2%	-5%	?	26%	-4%
CCc1ccc(-c2nc(CS(=O)CC(=O)NCc3cccnc3)c(C)o2)cc1 (stereo not drawn)	12%	-19	12%	0.2	-9%	-12%	11%	24%	-13%
CCOCCn1c(CN2CCN(c3ccc(F)cc3)CC2)nc2c1c(=O)n(C)c(=O)n2C	-14%	·	-5%	-3.7	-2%	-6%	11%	?	-14%
O=C(Cc1ccccc1)Nc1ccc2oc(=O)ccc2c1	8%	1	-12%	-0.3	-1%	-1%	-23%	5%	7%
C=CCC[C@@H](Cc1ccc(F)cc1)C(=O)OC[C@@H](NC(=O)[C@@H](CC=C)CC(=O)N(CCO)Cc1ccccc1)c1ccccc1	-1%	6	-14%	-2.5	-31%[inhibitor]	-10%	-27%	?	-11%
CC(=O)Nc1ccc(S(=O)(=O)NC(C(=O)O)C2=CCC=CC2)cc1 (stereo not drawn)	-3%	·	-8%	-0.7	12%	-1%	-3%	10%	-14%
C=CCN=C(C)C1=C(O)CCC1=O	24%	3	2%	0.3	1%	-1%	7%	-22%	-2%
CC(C)(C)NC(=O)CN1C(=O)NC(c2ccccc2)(c2ccccc2)C1=O	-1%	7	4%	0.7	-9%	3%	4%	10%	-23%
Cc1ccc2cc(C)c(N3CCN(c4ccc(F)cc4)CC3)nc2c1	3%	20	-1%	1.6	4%	-4%	-1%	-1%	-4%
S=C(NCc1ccco1)Nc1ccc(Cl)cn1	29%	-8	0%	0.5	6%	?	1%	-1%	6%
C[C@H]1C(c2ccc(F)cc2)=NN(c2ccccc2)[C@@H]1CO	?	-6	18%	0.1	-14%	-7%	-8%	-4%	2%
O=C(C(=O)N1CCC(c2ccccc2)CC1)c1ccc(F)c(F)c1	8%	0	9%	1.7	-3%	-3%	-4%	9%	-3%
CCOP(=O)(OCC)c1ccccc1OCP(C)(=O)COc1ccccc1P(=O)(OCC)OCC	10%	-2	0%	0.6	6%	-6%	10%	22%	-5%
Cc1cccc2c(C(=O)N3CCN(c4ccccc4)CC3)cc(-c3ccncc3)nc12	8%	2	6%	-3.7	-2%	-2%	-18%	?	-1%
CCCn1c(NC(=O)c2ccco2)nc2ccccc21	-19%	·	2%	2.1	-6%	1%	-3%	-5%	-5%
COc1cc(CNCCSc2nnnn2C)cc(Br)c1OCc1ccc(F)cc1	-18%	-1	-6%	-0.4	16%	-8%	-13%	25%	-1%
O=C(NC1CCCC1)C(c1ccccc1)N(Cc1ccco1)C(=O)Cc1cccs1 (stereo not drawn)	?	9	1%	1.2	14%	-6%	-3%	11%	-3%
CCN(CC(=O)NCc1cccs1)C(=O)c1ccc(S(=O)(=O)Nc2ccccc2F)cc1	19%	-1	-1%	-1.5	3%	5%	-2%	15%	-8%
CC1(C(=O)NCc2ccncc2)Cc2c(-c3cccc(C(F)(F)F)c3)ccnc2O1 (stereo not drawn)	-3%	1	4%	-0.6	-15%	1%	-3%	-2%	-3%
O=C(COC(=O)CN1C(=O)NC2(CCCC2)C1=O)Nc1c(Cl)cccc1C(F)(F)F	3%	-4	2%	-1.5	-3%	0%	-9%	-12%	-2%
CN1C(=O)c2ccccc2Cc2c(NCc3ccccc3)ncnc21	-13%	6	-1%	0.3	-3%	3%	12%	-6%	3%
COc1cc(C2C(C(=O)c3sc(C)nc3C)=C(O)C(=O)N2CCN(C)C)cc(OC)c1OC (stereo not drawn)	2%	7	-1%	0.8	6%	-7%	7%	5%	2%
CCC1CCCCN1C(=O)CSc1nc2c([nH]c3ccccc32)c(=O)n1C (stereo not drawn)	5%	·	3%	2.0	3%	-5%	2%	12%	-7%
CCCCn1c(N)c(N(CC(C)C)C(=O)CCCSc2nncs2)c(=O)[nH]c1=O	7%	0	-5%	-1.1	-4%	-1%	-1%	24%	4%
Cc1ccc(/C=C/C(=O)NC2=NCCS2)cc1	-14%	0	-14%	-2.2	-3%	-11%	-2%	·	8%
CN(C)NC(=O)c1cccc(Cl)c1	-2%	-5	-4%	-0.4	4%	-11%	2%	-12%	-26%
COc1ccccc1C(c1nnnn1CC1CCCO1)N1CCN(c2ccccc2)CC1 (stereo not drawn)	20%	-1	8%	-0.1	8%	-5%	6%	19%	-5%
O=C(/C(=N\O)n1cncn1)c1ccc(Cl)cc1Cl	-2%	-4	7%	1.0	3%	2%	5%	-2%	5%
COc1ccc(CN2CCNC(=O)C2CC(=O)NCCCC2CCCC2)c(F)c1 (stereo not drawn)	-11%	-7	0%	-4.5	-5%	-1%	-4%	·	?
CCOc1cc(NC(=O)c2ccccn2)c(OCC)cc1NC(=O)CC(C)C	2%	2	-8%	3.0	9%	21µM*	7%	-15%	4%
CC(=O)OC1C(=O)N(Cc2ccccc2)C1c1ccc(C)cc1 (stereo not drawn)	8%	-6	2%	-0.2	0%	27µM*	2%	2%	3%
CC(=O)N1CC2(CC(c3ccccc3F)=NO2)CN1c1ccc(Cl)cc1 (stereo not drawn)	2%	10	2%	-0.5	6%	-10%	?	-6%	5%
Cc1ccc([N+](=O)[O-])cc1N/C=C1\CCc2ccccc2C1=O	-14%	0	8%	0.0	-4%	-20%	5%	3%	-1%
Cc1ccc(CNC(=O)Cn2cnc3c(NCc4ccccc4)ncnc32)o1	-9%	-25	-6%	-0.3	-7%	-19%	3%	1%	-2%
CC1CCN(C(=O)CNC(=O)c2ccc(Cl)cc2Cl)CC1	1%	2	-1%	-1.8	-1%	-3%	-11%	6%	-5%
COc1ccc(Oc2nnc(-c3ccc(C)cc3)c3ccccc23)cc1	-1%	·	-3%	0.2	11%	-12%	4%	-7%	-8%
COc1cc(C(=O)Nc2nnc(CC(C)C)s2)c([N+](=O)[O-])cc1OC	-11%	0	-6%	0.2	4%	-11%	-26%	-2%	5%
Cc1cccc(C(=O)NC2CCN(S(=O)(=O)c3ccccc3F)CC2)c1	-5%	-1	-11%	0.7	13%	-3%	-1%	-20%	2%
CCc1ccccc1NC(=O)c1cccc(N2C(=O)C3C4CCC(C4)C3C2=O)c1 (stereo not drawn)	1%	0	-3%	-0.8	3%	-8%	-5%	23%	-5%
COc1ccc(-c2cc(C(=O)Nc3cc(Cl)ccc3O)no2)cc1	9%	-4	1%	1.1	12%	5%	1%	-34%	-3%
Cc1c(CC(=O)NCCCCCC(=O)O)c(=O)oc2cc3occ(-c4ccccc4)c3cc12	7%	-18	-6%	0.8	14%	-19%	-2%	35%	-17%
Cc1cc(Oc2ccc(N)cn2)ccc1Cl	17%	2	22%	-0.3	-8%	2%	0%	19%	4%
COc1ccccc1NS(=O)(=O)c1cc(NC(=O)c2cccs2)ccc1N1CCCCC1	-5%	1	-8%	0.8	8%	-7%	-7%	3%	-28%
CSc1nc2nc3c(c(=O)n2[nH]1)CN(Cc1ccccc1)CC3	6%	1	-4%	-2.1	-1%	-2%	3%	21%	-13%
Cc1ccc(NC(=O)CSc2nnc(-c3cccnc3)n2CCN2CCCCC2)cc1	14%	6	-3%	-0.7	6%	-9%	1%	·	14%
CCSc1nnc2n1C(C)(C)Cc1ccccc1-2	-3%	3	?	-3.2	12%	-11%	0%	9%	1%
CCCCC(CC)Cn1c(O)c(/C=C2\C=NN=C2c2ccccc2)sc1=S (stereo not drawn)	-5%	-1	-6%	-3.0	-12%	-8%	-4%	·	-7%
Cc1ccc(C(=O)C=Cc2cccc(C)c2)cc1	-13%	6	-19%	-0.1	2%	-3%	-18%	-14%	1%
CC(C)CNC(=O)c1cc([N+](=O)[O-])ccc1N1CCOCC1	16%	-9	1%	0.0	-2%	-18%	-10%	·	9%
Cc1cc2ncn(CCOc3ccccc3C#N)c2cc1C	8%	11	-3%	0.4	0%	0%	2%	2%	8%
CNC(=S)Nc1cc(OC)c(NC(=O)c2ccco2)cc1OC	7%	0	1%	0.4	14%	-6%	10%	-5%	-3%
CS(=O)(=O)n1nc(-c2ccccc2)nc1N	2%	·	-1%	-1.2	-2%	1%	4%	1%	-12%

Compound activity from PubChem BioAssay.
